ADAM10 inh: human ADAM10 inhibitors, primary screen, biochemical, QFRET, HTS | inhibition, % at 7 µM | Disintegrin and metalloproteinase domain-containing protein 10 (Homo sapiens), O14672 | hit rate 0.62% among 370,000 | recombinant ADAM10, EDANS/DABCYL FRET peptide cleavage, 3 h;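 active = inhibition above a per-campaign cutoff equal to the mean of compounds falling between control-based bounds plus 3 SD, cut at about 20% in these data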;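 also: 0% = DMSO wells while the 100% control is not disclosed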
Target sequence (O14672 214-748 limits assumed): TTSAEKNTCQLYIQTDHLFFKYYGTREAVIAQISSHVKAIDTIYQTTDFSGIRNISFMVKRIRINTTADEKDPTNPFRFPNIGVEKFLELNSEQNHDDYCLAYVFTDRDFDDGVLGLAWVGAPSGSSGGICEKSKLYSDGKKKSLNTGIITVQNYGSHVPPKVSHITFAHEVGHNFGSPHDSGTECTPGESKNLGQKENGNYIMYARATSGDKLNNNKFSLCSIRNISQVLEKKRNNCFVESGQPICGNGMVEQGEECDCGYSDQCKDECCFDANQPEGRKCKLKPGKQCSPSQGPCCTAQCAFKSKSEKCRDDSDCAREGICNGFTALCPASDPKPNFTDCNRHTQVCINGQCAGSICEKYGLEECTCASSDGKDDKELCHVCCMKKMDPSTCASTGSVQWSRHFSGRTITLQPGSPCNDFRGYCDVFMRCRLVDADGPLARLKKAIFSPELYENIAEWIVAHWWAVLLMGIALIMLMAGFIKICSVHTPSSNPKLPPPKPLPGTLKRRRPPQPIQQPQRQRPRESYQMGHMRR
NPR1 activator: GC-A stimulated cGMP production enhancers – HEK293 GC-A cells, cGMP TR-FRET, EC30 ANP, primary screen | Atrial natriuretic peptide receptor 1 (Homo sapiens), P16066 | 0% at EC30 ANP, 100% saturating ANP | activation, % at 10 µM | hit rate 0.14% among 370,000 | AID 1671463, 2021; in the data active = activation above about 40%
DDE Tn6 FP inh: inhibitors of Tn6 peptide binding to fibrin DD(E), primary screen, biochemical, fluorescence polarization, human fibrin, Tn6 probe; hit rate 0.21% among 370,000; AID 720509, 2013; Fibrin DD(E) TRITC-Tn6 fluorescence polarization displacement; inhibition, % at 8.3 µM;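 active = inhibition above a per-campaign cutoff: mean of compounds within control limits plus 3 SD, cut at about 15% in these data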;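 also: 0% = median of all compound wells on the plate and 100% = blocking peptide control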
ASAP1 inh: inhibitors of human ASAP1 ArfGAP activity, primary screen, biochemical, fluorescence polarization; Arf-GAP with SH3 domain, ANK repeat and PH domain-containing protein 1 (Homo sapiens), …; ASAP1-stimulated ARF1 GTP hydrolysis, GDP FP detection; inhibition, % at 16.5 µM; hit rate 0.19% among 360,000; in the data active = inhibition above about 25%;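 also: 0% = vehicle with enzyme and substrate and 100% = no enzyme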
Target sequence (Q9ULH1 325-724 limits assumed): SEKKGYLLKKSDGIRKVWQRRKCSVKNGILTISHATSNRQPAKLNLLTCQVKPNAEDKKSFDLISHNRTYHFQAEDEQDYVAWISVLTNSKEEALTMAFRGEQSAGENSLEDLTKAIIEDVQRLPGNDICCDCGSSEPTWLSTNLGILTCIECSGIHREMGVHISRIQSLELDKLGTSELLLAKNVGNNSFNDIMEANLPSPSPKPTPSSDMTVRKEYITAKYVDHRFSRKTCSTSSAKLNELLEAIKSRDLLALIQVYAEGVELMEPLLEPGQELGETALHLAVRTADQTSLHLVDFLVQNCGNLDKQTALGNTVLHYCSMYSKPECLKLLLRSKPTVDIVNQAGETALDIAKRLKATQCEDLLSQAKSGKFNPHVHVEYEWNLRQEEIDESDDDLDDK
rCAG binder: binders of r(CAG) RNA repeats, primary screen, biochemical, fluorescence; r(CAG) RNA repeat, TO-PRO-1 dye displacement fluorescence; inhibition, % at 3 µM; hit rate 1.3% among 370,000; AID 651821, 2012;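 active = inhibition above the plate cutoff, the mean of all test compounds on that plate plus 3 SD, cut at about 35% in these data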;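 also: 0% = DMSO alone and 100% = 100 µM mitoxantrone as full dye displacement; higher means more dye released from RNA so lower well fluorescence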
sPLA2-III inh: human group III sPLA2 inhibitors, primary screen, biochemical, QFRET, BODIPY PC-A2 liposome substrate | Group 3 secretory phospholipase A2 (Homo sapiens), Q9NZ20 | QFRET BODIPY PC-A2 liposome hydrolysis, fluorescence | inhibition, % at 12.2 µM | hit rate 0.56% among 370,000;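 active = inhibition above mean plus 3 SD of compounds lying within the high and low control bounds, cut at about 19% in these data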;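 also: 0% = median of test compound wells and 100% = no enzyme DMSO wells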
FXN GAA850 act: FXN promoter activators, primary screen, cell-based, luciferase luminescence, HEK293 lucGAA850 | hit rate 0.56% among 360,000 | AID 540364, 2011 | activation, % at 6 µM | HEK293 lucGAA850 FXN promoter luciferase reporter, 24 h; percent of 10 µM SAHA response;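 active = activation above the average of all compounds screened plus 3 SD, cutoff fixed separately per campaign, cut at about 7.5% in these data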;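 also: 0% = DMSO wells and 100% = 10 µM SAHA wells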
NPR2 activator: human GC-B receptor activators, primary screen, HEK293 GC-B cells, cGMP TR-FRET, EC30 CNP; 0% at EC30 CNP, 100% saturating CNP; hit rate 0.11% among 370,000; activation, % at 10 µM; Atrial natriuretic peptide receptor 2 (Homo sapiens), P20594; AID 1920062, 2024;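 active = activation at 10 µM reaching about 35% in either raw or pattern-adjusted values, limit read from the data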
ARFGAP1 inh: inhibitors of rat ARFGAP1 GAP activity, primary screen, biochemical, fluorescence polarization, GDP tracer; ADP-ribosylation factor GTPase-activating protein 1 (Rattus norvegicus), Q62848; inhibition, % at 16.5 µM; hit rate 0.26% among 360,000; Arfgap1-stimulated ARF1 GTP hydrolysis, GDP FP detection; AID 651572, 2012;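 active = inhibition above a per-plate limit, mean inhibition of low control wells plus 3 SD, cut at about 25% in these data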;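 also: 0% = DMSO wells with enzyme and 100% = wells lacking Arfgap1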
Target sequence (Q62848 1-136 limits assumed): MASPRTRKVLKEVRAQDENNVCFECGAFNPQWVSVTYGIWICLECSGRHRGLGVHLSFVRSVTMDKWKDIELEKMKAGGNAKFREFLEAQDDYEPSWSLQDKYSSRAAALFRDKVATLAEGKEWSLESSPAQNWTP
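material = rat Arfgap1 catalytic domain, aa 1-136 | also added = human ARF1(Δ1-17)-GTP substrate | compound dosing = one concentration, 16.5 µM, DMSO 1.26% | times = GTP hydrolysis reaction 2 h at 25 °C | measured by = FP, GDP Alexa 633 tracer displaced from anti-GDP antibody, 620/688 nm | evaluation = percent inhibition of Arfgap1-stimulated GTP hydrolysis | replication = single well per compound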
KLK7 zymogen act: proKLK7 zymogen activators, primary screen, biochemical, fluorescence intensity | purified proKLK7, EDANS-DABCYL substrate fluorescence; 100% is mature enzyme control, 0% vehicle | hit rate 0.9% among 370,000 | Kallikrein-7 (Homo sapiens), P49862 | activation, % at 7 µM;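 active = activation above the mean of all tested compounds plus 3 SD, computed per campaign excluding outliers beyond control limits, cut at about 13% in these data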
An asterisk follows results filed as active; i = inactive; · = not tested or not shown. No enrichment for hits (roughly 4.5% active in at least one column).

SMILES	ADAM10 inh	NPR1 activator	DDE Tn6 FP inh	ASAP1 inh	rCAG binder	sPLA2-III inh	FXN GAA850 act	NPR2 activator	ARFGAP1 inh	KLK7 zymogen act
O=S(=O)(Nc1ccc(O)c(NS(=O)(=O)c2ccccc2)c1)c1ccccc1	4	0	-1	4	4	-13	0.0	0	-16	1.2
COc1ccc(C(=O)Nc2c(F)c(F)c(F)c(F)c2F)c(OC)c1	-6	1	2	1	-3	4	-1.2	4	-5	-0.3
COCC(=O)N(C)C[C@H]1N[C@@](Cc2ccccc2)(C(=O)OC)[C@H]2C(=O)N(C)C(=O)[C@@H]12	-8	1	-6	3	1	18	1.9	1	-3	-0.2
O=C(CSc1ncnc2ccccc12)c1cccs1	-10	2	5	-13	1	-12	1.6	-6	3	0.4
COc1ccccc1NC(=O)Cn1c(=O)n(CCc2c[nH]c3ccccc23)c(=O)c2cccnc21	-12	-1	1	1	7	-22	-3.8	1	9	-0.4
Cc1cccc(N2CCN(Cc3ccc(Br)o3)CC2)c1C	4	-8	-3	-20	-1	3	-0.2	1	7	0.2
Cc1c(NC(=O)c2ccc(=O)oc2)c(=O)n(-c2ccccc2)n1C	-44	0	7	2	12	-3	5.3	-3	3	0.0
Clc1ccc(C(Cn2ccnc2)OCc2c(Cl)cccc2Cl)c(Cl)c1 (stereo not drawn)	0	-7	-4	1	3	-9	-1.4	0	-4	0.2
Cc1ccc(S(=O)(=O)N2CCN(C(=O)COc3ccc(NC(=O)c4ccco4)cc3)CC2)cc1	2	-3	5	1	-4	-5	1.3	0	0	0.1
O=C1NC(=O)c2cc3ccccc3cc21	i	3	-3	12	2	2	2.5	-2	-6	-3.6
CN1Cc2nnn(Cc3ccccc3)c2-c2cc(N3CCCC3)ccc2S1(=O)=O	-177	-15	0	·	7	-2	·	-18	·	-3.7
Cc1ccccc1OCC(=O)NNC(=O)Nc1ccccc1	5	3	-5	2	-1	-10	1.6	0	-7	0.1
COc1ccc(N2CC(NS(=O)(=O)c3cccnc3)CC2=O)cc1OC (stereo not drawn)	-4	2	2	7	1	-5	-0.5	0	3	-0.3
COC(=O)c1sc2ccccc2c1-n1cccc1C(=O)C(=O)Nc1ccc(C)cc1	9	-7	0	-8	11	-5	-0.8	-5	5	-1.0
Cc1ccc(S(=O)(=O)CC(=O)Nc2cccc(C)n2)cc1	-10	1	-3	5	-1	-6	-0.3	-1	-1	-0.2

Compound profiles, from the list above. Order of values: ADAM10 inh | NPR1 activator | DDE Tn6 FP inh | ASAP1 inh | rCAG binder | sPLA2-III inh | FXN GAA850 act | NPR2 activator | ARFGAP1 inh | KLK7 zymogen act
`COCC(=O)N(C)C[C@H]1N[C@@](Cc2ccccc2)(C(=O)OC)[C@H]2C(=O)N(C)C(=O)[C@@H]12` as listed: -8 | 1 | -6 | 3 | 1 | 18 | 1.9 | 1 | -3 | -0.2
`Cc1ccc(S(=O)(=O)CC(=O)Nc2cccc(C)n2)cc1` as listed: -10 | 1 | -3 | 5 | -1 | -6 | -0.3 | -1 | -1 | -0.2

Remaining list, next part
SMILES	ADAM10 inh	NPR1 activator	DDE Tn6 FP inh	ASAP1 inh	rCAG binder	sPLA2-III inh	FXN GAA850 act	NPR2 activator	ARFGAP1 inh	KLK7 zymogen act
Cc1cc(CNC(=O)C2(C(F)(F)F)C/C(=C\Cc3ccccc3)CCCO2)nn1C (stereo not drawn)	2	2	6	4	-3	1	1.5	-2	-9	0.6
Cn1c(=O)c2[nH]c(CCc3ccncc3)nc2n(C)c1=O	-7	2	-4	-5	0	-6	-2.1	0	2	0.4
O=C(N/N=C/c1cn(-c2ccccc2)nc1-c1ccc(F)cc1)c1ccc2c(c1)OCO2	-3	0	1	4	3	-3	-0.2	5	5	-0.1
CC(=O)Nc1ccc(S(=O)(=O)Nc2cccc(-c3nc4cc(C)ccc4o3)c2)cc1	6	-1	-7	5	-1	-6	1.1	-5	-9	0.2
COc1ccc(C(=O)N/N=C/c2ccc(OC)c(COc3ccc(F)cc3)c2)cc1	0	1	-10	3	0	-8	-0.1	1	11	-2.5
Cc1cccc(-c2n[nH]c(=S)n2/N=C/c2cccs2)c1	-1	-1	4	-1	7	3	1.1	1	-2	-0.4
CCCC(=O)c1ccc(N2CCN(C(=O)c3ccccc3)CC2)c(F)c1	-1	-2	3	-10	-8	-9	-0.1	2	11	0.3
CC(NC(=O)/C(C#N)=C/c1ccc([N+](=O)[O-])o1)c1ccccc1 (stereo not drawn)	-2	22	1	-3	15	-10	10*	7	6	0.9
COc1cccc(N2CCN(C(=O)CCc3nnc4ccc(N5CCOCC5)nn34)CC2)c1	-2	-1	-6	-6	-8	3	0.2	-1	21	-0.3
Cc1cc(C)nc(SCc2ccc(Cl)cc2)n1	6	-4	3	10	-3	-3	-0.3	-3	-12	-0.2
O=C(CC1C[C@H](C(=O)N2CCOCC2)[C@@]2(CCC3CCCC3)c3[nH]c4ccccc4c3CCN2C1=O)NCCN1CCOCC1 (stereo partly drawn)	-10	-14	0	-3	3	5	-1.0	-12	-1	-0.5
CCn1c2ccccc2c2cc(NC(=O)c3ccc(=O)oc3)ccc21	-108	-4	-2	7	24	11	1.9	-3	8	-25
CC1=C(C(=O)OCCOC(C)C)C(c2cc3c(cc2Br)OCO3)CC(=O)N1 (stereo not drawn)	8	-6	-4	0	-6	-9	2.4	4	9	0.6
CN(CC(=O)Nc1ccc(Cl)c(C(F)(F)F)c1)C(=O)C1CCC1	-4	1	-3	-4	-1	5	-0.3	0	10	0.2
CCCC(=O)NC(C)C(c1cccs1)N1CCN(C)CC1 (stereo not drawn)	-10	0	7	-6	-1	4	-0.1	4	-2	-0.2
O=[N+]([O-])c1ccc(NNC(=S)Nc2ccc(F)cc2)cc1	4	5	1	-6	17	0	-1.4	5	14	0.5
CC(NC(=O)c1ccccc1)C(=O)N/N=C/c1ccccc1 (stereo not drawn)	-6	1	0	4	0	-1	1.0	4	0	0.2
O=C(NC1CCCCC1)NC1CC2CCCC(C1)N2C1CCCC1 (stereo not drawn)	-11	-2	9	-2	-4	-1	-3.4	5	1	0.7
O=S(=O)(NC(=S)c1ccccc1)c1ccccc1	-8	5	1	1	2	17	-0.3	6	12	0.3
CCOC(=O)c1c(NC(=O)CSc2ncccn2)sc2c1CCN(Cc1ccccc1)C2	-19	3	3	4	0	-16	2.4	3	11	0.8
Cn1c(N)c(C(=O)COC(=O)CSc2ccc(Cl)cc2)c(=O)n(C)c1=O	9	2	4	6	3	-3	-1.6	4	3	1.1
C[C@@H]1CCC[C@@]2(O[C@@H](CCO)C[C@@H](O)[C@@H]2O)O1	1	0	2	9	5	7	2.0	1	5	0.0
Cc1cc(C)n2nc(C(=O)NCc3ccccc3)cc2n1	-99	1	0	12	-5	-3	1.2	5	9	2.5
O=C(Nc1ccccc1)n1ccc2ccc(-c3ccc4cc[nH]c4c3)cc21	-102	-7	0	·	28	-13	·	0	·	-3.4
ClC(Br)=C(n1cnc2ccccc21)n1cnc2ccccc21	2	-20	-2	-2	-2	-9	-0.7	-5	-4	-0.1
O=Cc1ccc(-c2nc3ccccc3s2)o1	i	0	5	-2	5	3	5.3	-5	6	-36
Fc1ccc(NC(=S)N2CCSC2c2cccs2)cc1 (stereo not drawn)	4	5	-2	-13	-1	-1	1.8	-2	-2	0.1
CCc1c(-c2cccc(OC)c2)ncn1Cc1cccc(-c2ccccc2)c1	8	-5	5	8	5	-24	·	-1	8	0.2
O=C(O)c1ccc(Oc2ccc([N+](=O)[O-])cc2)c([N+](=O)[O-])c1	3	0	5	-6	1	-6	-2.7	3	0	0.6
N#CC(Cc1ccc(OC(F)F)cc1)c1nc2ccccc2[nH]1 (stereo not drawn)	0	-4	-4	1	5	-30	1.4	-1	-2	-0.9
CCOc1ccc2ccccc2c1/C=N/NC(=O)CNC(=O)c1ccccc1F	1	-3	1	-2	1	-11	-2.1	-3	15	0.1
N#Cc1ccc(-c2nc3ccc(Br)cn3c2Cc2ccccc2)cc1	-12	29	6	-1	8	0	0.6	35*	5	-1.1
Cc1ccc(C(=O)Cn2c(N3CCOCC3)nc3c2c(=O)n(C)c(=O)n3C)cc1	-4	5	2	2	-2	-3	2.4	2	10	-0.2
CCn1c(C)nc2cc(C(=O)NNC(=S)Nc3ccc(F)cc3)ccc21	9	-1	2	-15	1	16	5.2	0	5	0.8
CCNC(=S)N1CCN(c2ccccc2OCC)CC1	0	-2	3	-2	-5	6	2.0	2	5	-0.2
O=P(Cc1cccc2ccccc12)(c1ccccc1)c1ccccc1	-5	-16	-4	8	2	10	0.0	-1	3	0.3
O=C1CCCCC(=O)c2ccccc2N1	-6	-4	-1	10	0	-4	-1.8	3	1	0.7
O=C(CCCn1ncn2c(cc3occc32)c1=O)NCc1cccc(Cl)c1	0	-9	0	5	0	-1	0.4	-10	5	0.4
CC(=O)c1c(C)[nH]c(C(=O)C(C)Sc2nnc(NC3CC3)s2)c1C (stereo not drawn)	-8	-2	9	0	4	-3	1.1	-1	3	0.5
COc1ccc(NC(=O)c2ccc3c(c2)OCO3)cc1Cl	-9	-3	-4	-1	-3	-9	-1.0	0	2	-0.2
c1ccc2c(Cn3ccnc3)c[nH]c2c1	3	5	-2	-5	-1	-6	0.9	1	7	-0.7
NS(=O)(=O)c1ccc(N/N=C/C=C/c2ccccc2[N+](=O)[O-])cc1	17	-28	-2	7	16	-49	2.8	-10	4	-0.2
Cc1csc(NC(=O)CSc2nc3sc(C)c(C)c3c(=O)[nH]2)n1	7	2	-5	14	20	-9	1.7	-1	-16	0.0
CCN1C(=O)/C(=C\c2cn(-c3ccccc3)nc2-c2cccnc2)SC1=S	4	-1	-7	7	2	0	2.0	-13	-4	-0.2
Cc1occc1C(=O)NNC(=S)NCc1ccc(Cl)cc1	-2	3	4	2	0	12	0.8	2	3	0.6
COc1ccc(CN2CCOCCOCCOCCOCC2)cc1	-7	2	-2	7	-4	3	1.2	-4	-10	0.4
COc1ccc(C(=O)NCCN2CCN(C(=O)c3ccc(OC)cc3)CC2)cc1	-15	-1	-3	-12	-7	5	-0.2	-4	-3	0.4
Cc1ccc(S(=O)(=O)CCc2nnc(NC(=O)c3cccs3)s2)cc1	-1	1	-3	9	0	1	-0.1	-2	11	0.5
CCOc1ccccc1CN1CCCC(CNC(=O)Cc2ccc(OC)cc2)C1 (stereo not drawn)	-5	-2	3	-17	-4	-6	0.2	-11	-10	0.0
CCCCOCC1CC(CC#CCN2CCCCC2)C(=O)O1 (stereo not drawn)	4	0	-2	-8	-6	2	1.1	-1	5	0.1
